High-throughput results deposited in PubChem BioAssay by several laboratories.
CF NFkB block = inhibitors of cystic fibrosis induced NF-kB; inhibition, % at 5 µM; hit rate 0.86% among 360,000; KKLEB NF-kB-GFP reporter, PAF-induced, GFP fluorescence overnight;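 active = at least 50% inhibition at 5 µM, scaled per plate between neutral and stimulator controls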;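 also: PAF is a Pseudomonas aeruginosa culture filtrate used as stimulus; plate controls were PAF-stimulated DMSO wells for no effect and unstimulated DMSO wells for full effect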
Shn3 3UTR inh = Schnurri-3 reporter inhibition in Clone20 osteoblasts | Clone20 osteoblast Shn3 3'UTR firefly luciferase, 24 h | inhibition, % at 12.5 µM | hit rate 0.52% among 360,000;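 active = mean inhibition of at least 75% with every replicate also reaching 75%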;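 also: 0% = median of neutral control wells and 100% = pilot-screen positive control compound; some compounds past the cut are filed as inactive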
NR2E3 ag-1 = NR2E3 (human) agonism. Q9Y5X4. GST-NR2E3/biotin-RetCOR TR-FRET, 1536-well. inhibition of corepressor binding, % at 4.78 µM. hit rate 0.12% among 320,000. AID 2300;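 active = percent inhibition above the cutoff of mean plus 3 SD of all tested compounds, set per screening campaign, cut at about 20% in these data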;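 also: 0% = DMSO wells and 100% = biotin wells as full block of FRET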
Target sequence (Q9Y5X4 whole entry, looked up): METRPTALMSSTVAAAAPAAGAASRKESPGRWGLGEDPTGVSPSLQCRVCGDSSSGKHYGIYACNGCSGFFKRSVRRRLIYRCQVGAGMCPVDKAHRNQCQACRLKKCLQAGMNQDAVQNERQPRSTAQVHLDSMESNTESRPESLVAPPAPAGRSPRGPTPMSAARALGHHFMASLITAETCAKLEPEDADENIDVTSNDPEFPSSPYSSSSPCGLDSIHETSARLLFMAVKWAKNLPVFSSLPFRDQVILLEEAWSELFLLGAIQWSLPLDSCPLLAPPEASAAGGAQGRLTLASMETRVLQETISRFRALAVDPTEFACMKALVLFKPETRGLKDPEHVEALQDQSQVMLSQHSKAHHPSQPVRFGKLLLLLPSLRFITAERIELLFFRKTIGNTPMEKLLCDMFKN
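Test system – NR2E3–RetCOR corepressor complex · Quantity – NR2E3 fusion 1.35 nM · Buffer or medium – Tris pH 7.5 · Incubation – Compound–protein incubation for 5 h at 4 °C · Technique – TR-FRET, Eu(K)-anti-GST donor, streptavidin-D2 acceptor, ex 340, em 617/671 nm · Evaluation – percent inhibition of 671/617 nm emission ratio versus biotin and DMSO controls · Plate – 1536-well format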
CaV13 FRET inh = Disruptors of the CACNA1D IQ motif to Ca2+-dependent inactivation inhibitor domain association, primary screening, Förster resonance energy transfer in intact living …; HEK cells, CFP/YFP FRET ICDI-IQ, plate reader, 10 min; percent FRET-ratio fall versus neutral wells; inhibition, % at 12.3 µM; hit rate 0.098% among 340,000;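 active = mean replicate inhibition of at least 30% and at least 1% of replicates passing that level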;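 also: 0% = median of the neutral control wells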
HIF-2a block = inhibitors of HIF-2a; 786-0 RCC cells HIF-2a reporter, luciferase luminescence, overnight; inhibition, % at 18.8 µM; hit rate 0.72% among 360,000; AID 624352;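 active = inhibition of the luminescence signal of 40% or more relative to plate controls, in a single-dose primary screen at 18.75 µM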
PDI turbidity = inhibitors of human protein disulfide isomerase | PDI insulin aggregation turbidity, A650, 90 min | inhibition, % at 10 µM | hit rate 0.052% among 350,000 | AID 588391;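 active = mean inhibition across replicates of 30% or more, whatever share of single replicates reach that level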;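 also: absorbance from insulin aggregation driven by PDI reduction with DTT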
Target sequence (P07237 whole entry, looked up): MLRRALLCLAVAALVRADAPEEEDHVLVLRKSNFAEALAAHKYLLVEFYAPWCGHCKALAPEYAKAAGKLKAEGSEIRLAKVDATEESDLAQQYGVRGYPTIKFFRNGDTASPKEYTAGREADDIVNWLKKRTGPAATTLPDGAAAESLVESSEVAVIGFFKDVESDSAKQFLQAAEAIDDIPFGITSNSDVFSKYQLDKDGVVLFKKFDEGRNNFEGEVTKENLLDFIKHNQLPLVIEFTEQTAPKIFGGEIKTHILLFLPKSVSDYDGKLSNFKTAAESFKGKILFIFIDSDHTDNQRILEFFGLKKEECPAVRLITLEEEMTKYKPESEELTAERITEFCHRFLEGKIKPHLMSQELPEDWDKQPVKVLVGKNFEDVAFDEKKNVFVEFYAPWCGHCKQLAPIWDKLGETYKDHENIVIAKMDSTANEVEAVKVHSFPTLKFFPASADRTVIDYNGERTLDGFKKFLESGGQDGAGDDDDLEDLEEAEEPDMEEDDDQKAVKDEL
Vif imaging = inhibitors of HIV Vif | HEK293T cells, Vif self-association by quenched fluorescence, imaging, 24 h | inhibition, % at 7.49 µM | hit rate 0.35% among 340,000; in the data active = inhibition above about 50%, passing the limit was not always enough; also: some results filed as inactive read as strong as hits
KKLEB cytotox = counter-screen for CF NF-kB inhibitors: cytotoxicity. KKLEB CF airway cells viability, ATPlite luminescence, overnight; hits give low values; cells stimulated with P. aeruginosa culture filtrate. activity change (cytotoxicity), % at 5 µM. hit rate 0.36% among 360,000. AID 602141;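 active = corrected activity change at or below -50% at 5 µM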
MITF TRPM1 inh = MITF TRPM1 promoter inhibition in SK-MEL-5 cells | SK-MEL-5 TRPM1 promoter luciferase, 24 h | inhibition, % at 12.5 µM | hit rate 0.83% among 330,000 | AID 488899;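 active = mean inhibition across replicates of 60% or more, whatever share of single replicates reaches that level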; also: values of inactives mirror those of a sister screen read the other way
Peg3 prom inh = reduces Peg3 promoter-driven luciferase expression in HeLa. hit rate 1.7% among 360,000. inhibition, % at 20 µM. HeLa PEG-Prom luciferase reporter, luminescence, overnight;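 active = inhibition of at least 50% at 20 µM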
NR2E3 ag-2 = human photoreceptor-specific nuclear receptor agonism; CHO-S Gal4-NCOR/VP16-NR2E3 two-hybrid, luciferase; inhibition of corepressor binding, % at 3.98 µM; hit rate 0.35% among 360,000; AID 602229;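 active = inhibition above the mean of all tested compounds plus 3 SD, cut at about 70% in these data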;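 also: 0% = DMSO with NR2E3 transfected cells and 100% = cells lacking NR2E3 construct; higher means lower luciferase signal from less NR2E3 corepressor binding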
The depositor's hits bear a star; nt = not tested or not shown. Compounds as they come. About 3.3% of those tested had a hit in this group.

Order of results – MITF TRPM1 inh | NR2E3 ag-1 | CaV13 FRET inh | PDI turbidity | Vif imaging | Shn3 3UTR inh | KKLEB cytotox | HIF-2a block | NR2E3 ag-2 | Peg3 prom inh | CF NFkB block
COc1ccc(OC)c(S(=O)(=O)Nc2ccc(C(N)=O)cc2)c1
    3.7 | 4.3 | -8.0 | -2.3 | nt | -27.3 | 8.4 | 2.7 | -36.9 | 6.3 | 6.1
O=C(COc1ccccc1Br)N1CCNC1=O
    2.4 | 2.8 | -1.4 | 1.8 | 14.9 | -15.9 | -3.1 | -6.0 | 3.7 | -6.5 | -3.2
CCc1nnc(NC(=O)CSc2nnc(-c3ccco3)o2)s1
    7.3 | 0.5 | -3.2 | 15.2 | 17.8 | 3.6 | 6.1 | -7.4 | -21.1 | -1.9 | 7.7
CCOC(=O)C(NC(=O)Nc1ccc(Cl)cn1)(Oc1ccc(F)cc1)C(F)(F)F (configuration not stated)
    1.0 | 3.5 | -4.5 | -1.1 | -18.3 | -26.4 | 2.1 | 5.9 | -38.1 | 7.8 | 17.7
CCN(CC)Cc1c(O)ccc2c(=O)c(-c3ccc(Cl)cc3)coc12
    -24.6 | 4.2 | -4.5 | 5.3 | -5.1 | 0.3 | -0.5 | -43.4 | -17.2 | -20.1 | -6.1
CC1(C)CC(=O)C(C=Nc2ccc(N)cc2)=C(O)C1
    29.4 | -6.8 | 2.8 | -5.2 | -5.1 | -6.1 | 8.6 | -15.9 | 0.5 | 0.2 | 12.8
COc1cc(C(=O)Oc2cc(N)n(S(=O)(=O)c3ccc(F)cc3)n2)cc(OC)c1OC
    3.8 | 0.2 | -3.3 | -4.9 | 3.6 | 2.3 | -14.7 | 6.6 | -32.1 | 12.1 | 17.0
COc1ccc(/C=N/OCC(=O)Nc2cc(C)on2)cc1OC
    8.2 | -5.3 | -4.8 | -15.6 | 5.7 | 3.1 | -7.5 | 14.2 | -7.2 | 12.6 | 6.1
Cc1ccc(C2(c3ccc(C)cc3)CC2C(=O)Nc2ccc([N+](=O)[O-])cc2O)cc1 (configuration not stated)
    74.0* | 0.2 | nt | 16.4 | -21.2 | 78.0 | -84.8* | -18.1 | 100.2* | 52.8* | 84.2*
O=C(NCC(O)c1ccc([N+](=O)[O-])cc1)C(c1ccccc1)c1ccccc1 (configuration not stated)
    1.4 | 1.8 | -2.4 | 1.0 | 15.8 | 15.3 | -1.0 | 7.3 | -1.8 | 8.6 | 0.6
CC(=O)c1cccc(NC(=O)CCC2CCCC2)c1
    -33.7 | -0.5 | -5.1 | -4.1 | nt | -21.6 | 1.1 | -126.3 | 15.2 | -80.9 | 5.1
CCN(CC(=O)NCc1ccc(F)cc1)C(=O)CN1CCN(c2cc(Cl)ccc2C)CC1
    nt | 1.1 | -4.1 | -0.8 | -7.1 | 1.3 | -1.5 | 9.8 | 15.6 | 19.6 | 5.7
Cc1oc(-c2cccc(Cl)c2)nc1CN1CCC(C(=O)NCc2cccnc2)CC1
    14.2 | 2.3 | -4.3 | 15.1 | 12.4 | 0.9 | -1.5 | 1.0 | -9.4 | 2.1 | -4.0
CCC(=O)N1c2ccc(C)cc2C2=NNC(=S)NC21O (configuration not stated)
    -8.8 | -0.7 | nt | 7.6 | nt | 2.7 | -4.2 | -7.8 | -20.4 | -8.2 | 9.0
CCCCn1nc2cc(C(=O)NCCCCc3ccccc3)ccc2c1OCC
    -2.1 | 3.9 | -5.0 | 2.7 | -1.7 | 29.7 | -4.2 | 5.8 | -14.6 | 8.8 | 14.6
COc1ccc(/C=N/NC(=O)c2ccccc2O)cc1CSc1ccccn1
    -0.2 | 4.3 | -3.0 | -2.0 | -8.5 | -10.4 | 2.2 | -13.6 | -6.3 | 0.6 | -3.1
O=C(CCSc1nnc(-c2ccncc2)o1)Nc1cccc(Cl)c1
    7.9 | -1.4 | -2.9 | 8.0 | -0.5 | -5.6 | -21.0 | 10.9 | -33.4 | -1.2 | 10.9
FC(F)(F)c1cc(-c2ccc3c(c2)OCO3)nc(NCc2ccco2)n1
    7.1 | 5.5 | -3.7 | 16.8 | -5.6 | 7.0 | -5.9 | -8.5 | -14.2 | 0.8 | 7.4
O=C(C[C@H]1C[C@H](C(=O)N2CCCCC2)[C@@]2(CCc3ccccc3)c3[nH]c4ccc(Cl)cc4c3CCN2C1=O)NCCC1=CCCCC1
    14.1 | nt | -4.1 | -0.5 | -10.8 | 58.4 | -12.4 | 19.5 | -27.9 | 46.6 | 33.9
C=CCn1c(-c2ccc(OC)cc2)nc2ccccc21
    -17.5 | -2.6 | -5.3 | 5.6 | 1.3 | -35.7 | 4.2 | -156.1 | -46.5 | -141.0 | 14.7
O=C(NCc1ccco1)/C(=C/c1ccc(F)cc1)NC(=O)c1ccccc1
    4.3 | 5.7 | -2.2 | -2.1 | -4.4 | 6.0 | 4.1 | 14.1 | 1.6 | 5.6 | -3.4
O=c1c(-n2cncn2)c[nH]n1-c1cccc(Cl)n1
    4.2 | 0.6 | 1.3 | 6.7 | 5.5 | 23.2 | 11.2 | 1.6 | -26.5 | -4.8 | -12.5
Cc1ccc(C(=O)NCC(=O)OCC(=O)Nc2cccc(S(=O)(=O)N3CCCC3)c2)cc1C
    1.6 | -2.2 | -5.1 | -4.7 | 3.5 | -3.7 | 0.0 | -0.4 | -4.1 | -1.3 | -3.3
CCOC(=O)Cn1cc(C(=O)C(=O)N2CCOCC2)c2ccccc21
    5.8 | 2.1 | nt | 1.4 | nt | 9.0 | -2.8 | 18.0 | 0.7 | 6.9 | -5.6
CSc1ccc(/C=C/C(=O)c2c(O)cc(C)oc2=O)cc1
    -19.5 | 2.9 | -0.8 | -6.4 | 2.3 | -73.4 | -4.5 | -189.1 | -72.6 | -129.7 | 9.3
CCOC(=O)c1c(CC(C)C)csc1/N=C/C1=C(O)CCCC1=O
    nt | -6.2 | -5.2 | -3.2 | 3.3 | 9.3 | 3.9 | 10.5 | 12.5 | 3.1 | -1.6
CN(C(=O)CSc1nnc2ccccn12)C1CCS(=O)(=O)C1 (configuration not stated)
    -5.9 | 0.2 | -1.7 | 0.9 | 15.2 | -23.0 | -4.6 | 8.8 | -20.6 | 3.0 | 6.1
Cc1cc(C)c(C)c(S(=O)(=O)N2CCC(C(=O)NCc3cccs3)CC2)c1C
    nt | nt | -4.3 | -1.6 | 5.5 | -11.5 | -1.0 | -4.6 | 5.2 | -0.9 | -2.7
CC(=O)Oc1oc(-c2ccccc2)nc1C=Nc1ccccc1
    12.4 | 6.8 | -1.6 | -4.1 | 0.3 | -10.5 | 1.0 | -10.4 | 4.9 | -7.0 | 3.0
OCC1(Cc2ccccc2)CCN(Cc2cnc(-c3ccc(Cl)cc3)nc2)CC1
    0.0 | 2.9 | -7.1 | 2.2 | -19.3 | 10.4 | -2.5 | -139.7 | -25.9 | -89.5 | -1.0
CCNC(=O)C1Cc2cc(S(=O)(=O)N3CCCC3)ccc2N1C(C)=O (configuration not stated)
    7.0 | 1.6 | -16.9 | -6.7 | -8.1 | 3.1 | 5.6 | 6.9 | -11.8 | 2.9 | -4.7
CNS(=O)(=O)c1ccc(NC(=O)C2c3ccccc3Oc3ccccc32)cc1
    -3.1 | 4.1 | -9.7 | -3.8 | 3.6 | 7.6 | 5.2 | 23.3 | 5.1 | 12.4 | -8.5
O=S(=O)(c1ccc(F)cc1)N1CCC2(CC1)OCCN2S(=O)(=O)c1cccs1
    -1.7 | 2.1 | -5.4 | 0.0 | -5.4 | 17.9 | 10.9 | 6.9 | 4.2 | 7.7 | -2.2
CCOc1ccccc1NC(=O)CCCn1cc([N+](=O)[O-])cn1
    -8.1 | -4.0 | -6.3 | 3.3 | -4.4 | -21.5 | 3.4 | 18.9 | 1.7 | -3.8 | 8.9
Cc1ccc2onc(CC(=O)O)c2c1
    15.6 | 1.2 | -4.0 | 0.6 | 0.0 | -4.5 | 1.0 | 18.9 | -2.3 | -4.1 | 1.2
COc1ccc(/C(N)=N/OC(=O)CN(C)S(=O)(=O)c2ccccc2)cc1
    -1.5 | nt | -4.5 | 5.5 | -1.4 | 6.0 | 10.0 | -58.8 | -16.2 | -13.8 | -9.8
O=C(OCc1ccc(F)cc1)c1cccnc1Cl
    -2.0 | 1.0 | -5.2 | 9.6 | -5.6 | -13.1 | 0.2 | 0.0 | -38.4 | -26.9 | -2.0
CC1(C)Cc2c(sc(NC(=O)C(=O)N3CCCCC3)c2C(N)=O)CO1
    9.8 | 2.1 | -15.1 | -3.9 | -6.2 | -13.0 | -12.1 | -5.8 | -8.6 | -18.2 | -3.4
O=C(O)c1nn(CCOc2cccc(Cl)c2)c(=O)c2ccccc12
    4.7 | -0.3 | -3.8 | -3.8 | -2.2 | 0.1 | 2.2 | 9.4 | -9.6 | -18.4 | -8.6
CCOc1ccc(S(=O)(=O)Nc2cccc(C(=O)N3CCN(c4ccc(OC)cc4)CC3)c2)cc1
    4.9 | 3.0 | -4.7 | 9.6 | -4.5 | 5.9 | -10.7 | 2.2 | 5.2 | 5.6 | 11.9
CCN(C[C@H]1N[C@@](Cc2ccccc2)(C(=O)OC)[C@H]2C(=O)N(C)C(=O)[C@@H]12)C(=O)NC(C)C
    2.9 | nt | -7.1 | 7.0 | nt | 11.0 | 13.0 | 8.0 | -17.2 | -3.8 | -13.7
Cc1ccc(C(=O)NCC(=O)OCn2nnc3ccccc3c2=O)cc1
    -4.9 | -0.3 | -2.6 | -14.3 | 1.5 | 10.6 | 11.2 | 10.8 | 7.7 | 9.9 | -7.1
O=C(O)CNC(=O)/C(=C\c1ccc2c(c1)OCO2)NC(=O)c1ccc(Br)cc1
    4.2 | 1.6 | -6.1 | -2.3 | -1.1 | 0.0 | 20.2 | -1.3 | -16.4 | 11.2 | -7.9
N#Cc1ccccc1S(=O)(=O)N1CCN(c2ccc(S(=O)(=O)N3CCOCC3)cn2)CC1
    0.7 | 1.1 | -7.3 | 14.8 | 5.9 | -23.6 | -0.9 | 11.4 | -10.8 | 8.1 | 7.0
CCc1c(C)[nH]c2c(C)cccc2c1=O
    -2.2 | 4.3 | nt | -6.1 | -2.9 | 10.8 | -5.7 | 3.3 | -3.3 | 2.1 | -3.7
CCCc1cc(N2CCN(C(=O)c3ccco3)CC2)n2c(nc3ccccc32)c1C#N
    4.9 | 1.2 | -5.9 | 0.6 | -10.4 | 22.8 | -7.3 | 34.8 | -32.3 | 32.1 | 2.0
O=C(O)CCn1c2ccccc2c2nc3ccccc3nc21
    -25.2 | 7.8 | -2.8 | 2.2 | 0.4 | -30.2 | 2.6 | -200.5 | -52.9 | -113.3 | -27.0
